# GoLoco inh red = blocks human Gai1 binding to RGS12 GoLoco peptide, red readout; 0.44% of 230,000 active; Potency, µM (doses to about 61.6 µM), for inactives: top-dose activity, negative = inhibition, most hits filed as inhibitors; Gai1:RGS12 GoLoco peptide FP, rhodamine, 10 min; active = well fitted inhibition curve with a large enough effect, not every such curve was filed as active; inactive = no such curve, though single readings can be large or run the other way; note: nearly all actives have a fitted effect of over 30% in size; many of its hits are not listed in these tables
# GAA inh = inhibitors of human lysosomal alpha-glucosidase; P10253; purified human GAA, 4-MU-alpha-glucoside fluorescence; Potency, µM (top dose mostly 76.9 µM), inactives show at the top dose activity change, negative = inhibition, actives largely listed as inhibitors; 0.005% of 200,000 active; AID 1466;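 note: plate controls were uninhibited enzyme wells for no effect and no-enzyme background for full effect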
#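 Human alpha-glucosidase, 4 nM, pre-mixed with test compounds before 400 uM 4-methylumbelliferyl substrate; 20 min room temperature at pH 5.0. Fluorescence read after pH 10 stop; AC50 values from Hill-equation fits.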
# RECQ1 helicase = blocks DNA unwinding by human RECQ1; P46063; RECQ1 DNA unwinding, red fluorescence kinetic read; Potency, µM (titrated, usually from 57.3 µM), for inactives: at the highest dose activity, negative = inhibition, usual class: inhibitors; 0.54% of 240,000 active;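 note: plate controls were vehicle for no effect and no enzyme for full effect; nearly all actives have a fitted effect of over 30% in size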
#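 RECQ1T1 50 nM; forked duplex (20 bp + 30-nt ss tails) 200 nM, ATP 2 mM final; pH 8.0, 2 mM MgCl2, 2.5 ug/ml poly(dI-dC); 15 min compound preincubation; discontinuous kinetic read over 2 h at RT.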
# TR SRC2 fluor cs = Texas Red fluorescence interference in TRb-SRC2 counter-screen. 0.29% of 280,000 active. TRb/SRC2 Texas Red total fluorescence interference. AID 1479. Potency, µM (top dose mostly 106 µM), for inactives: at the highest dose fluorescence change, negative = quenching; active = well fitted curve in either direction with a large enough effect; inconclusive = small, poorly fitted or top-dose-only effect
#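 Human TRb ligand-binding domain at 0.6 uM with 20 nM Texas Red SRC2 peptide in Tris buffer containing 1 uM T3 and 5% DMSO, incubated with compound 5 h at ambient temperature. Total fluorescence (555/632 nm) calculated as parallel + 2 × perpendicular.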
# GAA glycogen mod = GAA glycogen-cleavage inhibition or activation; P10253; recombinant GAA, glycogen substrate, Amplex Red glucose oxidase fluorescence; Potency, µM (doses to about 76.4 µM), inactives show at the top dose activity change, negative = inhibition, usual class: inhibitors; 0.38% of 300,000 active;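 note: 0% = full enzyme reaction and -100% = no-enzyme basal signal; the screen sought inhibitors and activators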
#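 qHTS, 1536-well; enzyme 4 nM final; cpd up to 77 uM; substrate bovine liver glycogen 30 ug; 50 mM citrate/phosphate pH 5.0, 0.01% Tween-20; 37 C, 40 min; Amplex Red detection 45 min RT; Hill fit → AC50.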
# aGlu spleen mod = lysosomal alpha-glucosidase (human) modulation; P10253; human spleen homogenate, 4-MU-alpha-glucoside fluorescence; Potency, µM (series often up to 79.9 µM), for the others: at the top dose activity change, negative = inhibition, usual class: inhibitors; 0.006% of 240,000 active;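 note: 0% = enzyme with vehicle and -100% = no enzyme basal signal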
#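 Compounds were titrated against alpha-glucosidase in spleen homogenate at pH 5.0, with 1 mM 4-methylumbelliferyl substrate for 40 min at 37 C. Reactions were quenched with pH 10 NaOH/glycine and fluorescence measured.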
# TRb-SRC2 inh = TRbeta-SRC2 interaction inhibition. AID 1469. P10828. Potency, µM (highest dose often 106 µM), without a hit: at the highest dose activity change, negative = inhibition, usual class: inhibitors. 0.065% of 280,000 active. TRbeta-SRC2 peptide binding, fluorescence polarization; receptor liganded with 1 µM T3;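 note: plate controls were bound peptide for no effect and peptide without receptor for full effect; nearly all actives have a fitted effect of over 50% in size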
#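 Human TRb ligand-binding domain (0.6 uM) is mixed with 20 nM Texas Red SRC2 peptide and 1 uM T3; after compound addition and 5 hr at ambient temperature, polarization is measured and normalized to unbound and bound controls.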
# L3MBTL1 block = L3MBTL1 (human) inhibition; Q9Y468; AlphaScreen L3MBTL1–H3K9me1 peptide binding; Potency, µM (titrated, usually from 57.1 µM), for inactives: at the top dose activity, negative = inhibition, hits mostly inhibitors; 0.66% of 230,000 active; note: nearly all actives have a fitted effect of over 60% in size
# Target sequence (Q9Y468 whole entry, looked up): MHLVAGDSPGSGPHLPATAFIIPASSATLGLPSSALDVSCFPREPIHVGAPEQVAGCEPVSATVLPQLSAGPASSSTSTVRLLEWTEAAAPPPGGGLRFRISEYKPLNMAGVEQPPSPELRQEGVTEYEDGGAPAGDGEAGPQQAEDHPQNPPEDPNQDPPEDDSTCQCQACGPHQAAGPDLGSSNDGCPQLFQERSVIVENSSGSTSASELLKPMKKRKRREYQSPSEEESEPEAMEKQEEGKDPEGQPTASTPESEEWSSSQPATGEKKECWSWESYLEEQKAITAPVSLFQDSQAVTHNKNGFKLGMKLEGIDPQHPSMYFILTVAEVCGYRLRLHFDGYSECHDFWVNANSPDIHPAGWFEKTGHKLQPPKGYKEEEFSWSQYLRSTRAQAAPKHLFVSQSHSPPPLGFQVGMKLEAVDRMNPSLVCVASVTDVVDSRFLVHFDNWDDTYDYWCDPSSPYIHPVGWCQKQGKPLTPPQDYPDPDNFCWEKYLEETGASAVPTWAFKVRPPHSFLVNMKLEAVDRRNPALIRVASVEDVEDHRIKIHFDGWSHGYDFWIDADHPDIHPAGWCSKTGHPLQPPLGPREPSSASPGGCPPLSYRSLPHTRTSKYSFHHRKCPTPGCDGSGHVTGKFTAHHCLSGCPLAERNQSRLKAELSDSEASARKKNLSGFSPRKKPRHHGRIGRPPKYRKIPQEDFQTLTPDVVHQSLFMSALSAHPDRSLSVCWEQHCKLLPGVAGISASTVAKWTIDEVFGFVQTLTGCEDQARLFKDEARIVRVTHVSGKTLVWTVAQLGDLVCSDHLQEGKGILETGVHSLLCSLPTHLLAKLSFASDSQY
#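 Read-out is AlphaScreen signal from streptavidin donor and nickel chelate acceptor beads (10 ug/mL final each) bridging L3MBTL1 (50 nM) and biotinylated K9-monomethylated H3(1-15) peptide (75 nM), after 30 min compound exposure at room temperature.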
# The depositor's hits bear a star; i = inactive; ? = inconclusive; . = not tested or not shown; & = joins results of further samples; [ ] = another dose, or the depositor's remark. Unless noted, calls come from the whole dose curve; as a rule, active = well fitted curve in the direction sought with a large enough effect; inconclusive = small, poorly fitted or top-dose-only effect, or another doubt; inactive = no such curve, though single readings can be large; an effect the other way counts as inactive or inconclusive. Unless noted, % is set by controls: 0 for no effect and ±100 for the full control effect; potency is the fitted concentration of half-maximal effect. A portion of the library; rates above refer to the full screens.
SMILES,GoLoco inh red,GAA inh,RECQ1 helicase,TR SRC2 fluor cs,GAA glycogen mod,aGlu spleen mod,TRb-SRC2 inh,L3MBTL1 block
CCC(=O)N(Cc1ccco1)Cc1cc2cc3c(cc2[nH]c1=O)OCO3,14%,?,-3%,-1%,-4%,-7%,-1%,-3%
C=CCC1(C)C(=O)N(c2ccccc2)c2ccccc21 (centres undefined),1%,-11%,i,-3%,-8%,-5%,7%,13%
Cc1ccc(/C=N/NC(=O)c2ccc(Cn3cc([N+](=O)[O-])cn3)o2)cc1,2%,0%,-3%,-2%,-2%,0%,-10%,6%
Cc1[nH]c2ccccc2c1/C=N/NC(=O)c1cc(C(C)C)[nH]n1,4%,.,-4%,-7%,0%,7%,-8%,.
COc1ccc(S(=O)(=O)Cc2ccc(C(=O)NCCc3cc(OC)ccc3OC)o2)cc1,-8%,-6%,-16%,-3%,-1%,0%,-2%,.
CCOC(=O)c1c(-c2ccc(C)cc2)csc1NC(=S)NC(=O)c1ccccc1,4%,-8%,1%,-6%,-8%,-2%,-7%,3%
COC(=O)CCC(=O)c1oc2ccc(OC)cc2c1N,9%,2%,1%,-1%,-5%,-9%,3%,.
COC(=O)c1ccccc1-n1c(CCC(=O)O)ccc1-c1ccccc1,.,.,.,0%,3%&-1%[76.3 µM],.,-3%,-2%
CN(C)c1nnnn1Cc1ccccc1,-15%,-7%,-3%,-1%,0%,12%,-7%,8%
Cc1nc2sc(C(c3ccc(Cl)cc3)N3CCN(c4ccccc4F)CC3)c(O)n2n1 (centres undefined),5%,0%,i,5%,-13%,2%,2%,-6%
Cn1c(Cn2nnc3ccccc32)nnc1SCC(=O)c1ccccc1F,7%,-13%,i,-1%,4%,-3%,-13%,.
Cc1csc(NC(=O)CSc2nnc(NC(=O)COc3ccccc3)s2)n1,9%,5%,-5%,-1%[53 µM],3%,-10%,0%[53 µM],0%
O=C(NCc1cccnc1)C1CC(=O)N(CCc2ccccc2)C1 (centres undefined),-11%,-5%,-1%,-3%,2%,-2%,5%,.
O=C(N/N=C\c1ccccn1)c1ccccc1O,18%,3%,-3%,0%,-3%,2%,-3%,.
CC(=O)Nc1cccc(N)c1,-7%,.,-6%,-1%,.,-5%,4%,3%
O=C1CCCN1CCCNC(=S)Nc1cccc2ccccc12,15%,1%,21%,0%,6%,-4%,4%,-1%
CCCCCc1cc(O)c2c(C)cc(=O)oc2c1,-13%,?,-1%,0%,-4%,1%,4%,6%
Cc1ccc(S(=O)(=O)NCCc2cccs2)cc1,7%,-3%,-5%,-6%,2%,-6%,1%,5%
CS(=O)(=O)N1CCC(C(=O)N2CCN(c3cccc(Cl)c3)CC2)CC1,-7%,7%,-13%,-2%,-15%,1%,1%,.
Cc1ccccc1-n1c(-c2ccc(Cl)cc2)cnc1SCC(=O)NC1CCS(=O)(=O)C1 (centres undefined),0%,-1%,i,4%,-6%,1%,2%,-3%
Cc1nnc(NC(=O)CSc2ccc(-c3cccnc3)nn2)s1,5%,5%,-13%,-3%,-5%,11%,2%,.
Cc1nc(-c2ccncc2)nc(NCCNc2ccc(C(F)(F)F)cn2)c1Cl,1%,.,-5%,-5%,0%,-28%,6%,-3%
Cc1ccnc(NS(=O)(=O)c2ccc(NC(=O)C3CCCO3)cc2)n1 (centres undefined),-10%,-3%,-3%,0%,-15%,4%,-4%,3%
CCCn1c2c(c(O)c(C(=O)Nc3nc(C)cs3)c1=O)CCCC2,0%,-4%,-3%,2%,2%,-4%,8%,6%
C1CCc2c(nnc3c2-c2nonc2CC3)C1,6%,-1%,-5%,0%,2%,0%,7%,?
N#CCc1c(C#N)c(N)nc(N2CCN(Cc3ccc4c(c3)OCO4)CC2)c1C#N,54%[activator],-6%,i,5%,-6%,-3%,-4%,.
COC(=O)/C(=N\Nc1ccccc1)Sc1nnc(-c2ccc(OC)cc2)n1C,-9%,-1%,-7%,-2%,7%,-1%,-3%,1%
CCCCCN(C(=O)NC(=O)Nc1nncs1)S(C)(=O)=O,-9%,-4%,-5%,2%,11%,8%,-15%,-6%
ClCc1ncc(-c2ccc(Cl)cc2)o1,-8%,-1%,-5%,0%,0%,2%,1%,14%
CCN(CC)CCNC(=O)c1ccc2c(=O)n(C3CCCC3)c(=S)[nH]c2c1,12%,-10%,-3%,2%,3%,-2%,10%,0%
Cc1cccc(-c2noc(-c3ccc(Cl)cc3[N+](=O)[O-])n2)c1,7%,-2%,-7%,-2%,10%,-7%,6%,-17%
COCCOC(=O)C1=C(C)NC(C)=C(C(=O)OCCOC)C1/C=C/c1ccccc1OC,-63%,.,-12%,-3%,-13%,-18%,-2%,0%
CCCC(C)C(=O)Nc1nnc(C)s1 (centres undefined),-1%,-8%,i,-2%,-2%,5%,-4%,0%
COc1ccc(C)cc1NC(=O)C(OC(=O)CNC(=O)c1ccc(Oc2ccccc2)cc1)c1ccccc1 (centres undefined),19%,-3%,-10%,-1%,-2%,4%,3%,-4%
COc1ccc(-c2cc(C(=O)Nc3ccccc3)on2)cc1,-2%,2%,i,0%,1%,7%,0%,7%
O=C(Nc1ccccc1C(=O)NCc1ccccc1)c1ccccc1,-5%,-10%,-3%,-3%,-3%,10%,-7%,7%
COc1ccc(-c2csc(NCc3ccco3)n2)cc1,4%,-3%,-10%,-3%,-27%,-14%,-11%,-3%
CCN(CC)CCNC(=O)C1CCN(S(=O)(=O)N2CCCCC2)CC1,6%,-6%,5%,0%,2%,0%,-2%,0%
CCCCC(=O)N(CCOC)c1nnc(-c2ccc(OC)cc2)s1,7%,-2%,-3%,-3%,-2%,3%,-2%,.
Cc1cc(-c2ccccc2)nc2c(Br)c(=O)[nH]n12,4%,3%,5%,-1%,-8%,-3%,-2%,-8%

# Filtered by structure: those above with a Cl atom.
SMILES,GoLoco inh red,GAA inh,RECQ1 helicase,TR SRC2 fluor cs,GAA glycogen mod,aGlu spleen mod,TRb-SRC2 inh,L3MBTL1 block
Cc1nc2sc(C(c3ccc(Cl)cc3)N3CCN(c4ccccc4F)CC3)c(O)n2n1 (centres undefined),5%,0%,i,5%,-13%,2%,2%,-6%
CS(=O)(=O)N1CCC(C(=O)N2CCN(c3cccc(Cl)c3)CC2)CC1,-7%,7%,-13%,-2%,-15%,1%,1%,.
Cc1ccccc1-n1c(-c2ccc(Cl)cc2)cnc1SCC(=O)NC1CCS(=O)(=O)C1 (centres undefined),0%,-1%,i,4%,-6%,1%,2%,-3%
Cc1nc(-c2ccncc2)nc(NCCNc2ccc(C(F)(F)F)cn2)c1Cl,1%,.,-5%,-5%,0%,-28%,6%,-3%
ClCc1ncc(-c2ccc(Cl)cc2)o1,-8%,-1%,-5%,0%,0%,2%,1%,14%
Cc1cccc(-c2noc(-c3ccc(Cl)cc3[N+](=O)[O-])n2)c1,7%,-2%,-7%,-2%,10%,-7%,6%,-17%

# Compound profiles, from the list above. Screens in order: GoLoco inh red, GAA inh, RECQ1 helicase, TR SRC2 fluor cs, GAA glycogen mod, aGlu spleen mod, TRb-SRC2 inh, L3MBTL1 block
# O=C(N/N=C\c1ccccn1)c1ccccc1O is entered as 18%, 3%, -3%, 0%, -3%, 2%, -3%, .
# COc1ccc(-c2csc(NCc3ccco3)n2)cc1 is entered as 4%, -3%, -10%, -3%, -27%, -14%, -11%, -3%
# Cc1ccccc1-n1c(-c2ccc(Cl)cc2)cnc1SCC(=O)NC1CCS(=O)(=O)C1 (centres undefined) is entered as 0%, -1%, i, 4%, -6%, 1%, 2%, -3%

# Some of the entries above in a different format:
compound	GoLoco inh red	GAA inh	RECQ1 helicase	TR SRC2 fluor cs	GAA glycogen mod	aGlu spleen mod	TRb-SRC2 inh	L3MBTL1 block
COc1ccc(C)cc1NC(=O)C(OC(=O)CNC(=O)c1ccc(Oc2ccccc2)cc1)c1ccccc1 (centres undefined)	19%	-3%	-10%	-1%	-2%	4%	3%	-4%
COc1ccc(-c2cc(C(=O)Nc3ccccc3)on2)cc1	-2%	2%	i	0%	1%	7%	0%	7%
O=C(Nc1ccccc1C(=O)NCc1ccccc1)c1ccccc1	-5%	-10%	-3%	-3%	-3%	10%	-7%	7%

# Remaining list, next part.
SMILES,GoLoco inh red,GAA inh,RECQ1 helicase,TR SRC2 fluor cs,GAA glycogen mod,aGlu spleen mod,TRb-SRC2 inh,L3MBTL1 block
O=C(Nc1cccc(S(=O)(=O)N2CCCCC2)c1)c1ccc2ccccc2n1,0%,-6%,-6%,0%,-16%,0%,2%,-4%
Fc1cccc(-n2c(-c3cccs3)nc3nc4ccccc4nc32)c1,4%,.,i,-2%,7%,5%,1%,.
CCOc1ccc(NC(=O)N(CCN(C)C)C(C)c2ccncc2)cc1 (centres undefined),3%,1%[15.4 µM],-6%,0%,9%,2%,-5%,-1%
CS(=O)(=O)c1ccc2nc(NC(NC(=O)c3ccco3)(C(F)(F)F)C(F)(F)F)sc2c1,0%,?,-10%,0%,1%,-7%,-5%,.
COc1ccccc1OCCC(=O)OCC(=O)NC(=O)NC(C)(C)C,-4%,-1%,i,0%,10%,2%,-25%,-2%
O=C(NCc1ccc(F)cc1)c1cccc2c1C(=O)N(Cc1cccnc1)C2,2%,-5%,-3%,0%,-5%,9%,-4%,.
Cc1c(NC(=S)N/N=C/C=C/c2ccc([N+](=O)[O-])cc2)c(=O)n(-c2ccccc2)n1C,4%,0%,-8%,-7%,2%,-11%,5%,-4%
COc1ccc(-c2nnnn2C)cc1S(=O)(=O)NCCc1ccccc1,-2%,5%,-5%,-4%,2%,-2%,-10%,7%
CCCOc1nc(N)c(C#N)c(-c2ccccc2F)c1C#N,17%,-14%,-6%,-3%,-5%,-7%,-3%,13%
Cc1[nH]c2ccccc2c1CCO,7%,4%,2%,-3%,0%,3%,7%,-9%
CCc1nnc(NS(=O)(=O)c2ccc(NC(=S)NC(=O)/C=C/c3cccs3)cc2)s1,10%,1%,11%,-3%,-5%,-3%,3%,-19%
C=CCNCCCCOc1cccc(Br)c1,-13%,-2%,11%,-3%,4%,15%,6%,-22%
OC(c1ccc(Cl)cc1)c1nnc(-c2ccccc2)o1 (centres undefined),8%,-3%,-10%,1%,2%,-4%,-2%,5%
